E-sel TNF inh – TNF alpha driven E-selectin expression inhibition. HUVEC TNFa-induced E-selectin immunofluorescence, high content. inhibition, % at 2 µM. 0.71% of 120,000 active. AID 1246;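 active = inhibition above the batch mean plus 3 SD, and confirmed as a hit on visual image review, cut at about 43% in these data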;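 note: 0% = TNF-stimulated DMSO wells and 100% = unstimulated control wells; not every result past the cut was called active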
Yeast lifespan up – yeast lifespan extension; 0.68% of 130,000 active; S. cerevisiae growth with nicotinamide, OD615; deaD strain in restrictive glucose medium; inhibition of the nicotinamide effect, % at 10 µM;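 active = inhibition above a set limit, placed 3 SD over the median of all compounds, cut at about 26% in these data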;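 note: 0% = nicotinamide-treated wells and 100% = cells grown without nicotinamide; some compounds called inactive have numbers as strong as hits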
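Assay system: engineered S. cerevisiae DeaD replicative-lifespan strain, galactose-grown log-phase cells; Buffer or medium: CSMM-D glucose medium, restrictive; Probe or stimulus: nicotinamide 1.5 mM; Compound: single dose 10 µM compound, 0.25% DMSO; Schedule: 4 h preincubation then 48 h treatment at 30 °C; Technique: OD615 measurement.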
bCat KO growth – beta-catenin-lacking colon tumor cell growth suppression. viability, % at 10 µM. HCT116 beta-catenin knockout viability, CellTiter-Glo, 60 h; active compounds read low. 1.5% of 140,000 active;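 active = viability at or under a set limit, the compound median less 4 SD, cut at about 6% in these data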;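 note: 0% = Hyamine 1622 control at 20 µM and 100% = untreated cell control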
MRP1 act – activates MRP-1 | H69AR cells + doxorubicin, viability rescue, CellTiter-Glo | viability increase, % at 10 µM | 0.61% of 140,000 active;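 active = viability gain under doxorubicin at or above a set limit, the compound median plus 3 SD, cut at about 4.7% in these data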;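 note: MRP-1 overexpressing cells given doxorubicin 25 µM after compound pretreatment; 18-22 h compound pretreatment then 72 h with doxorubicin before readout; 0% = doxorubicin-only wells and 100% = vehicle-treated cells without doxorubicin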
PTEN del growth – suppresses growth of cells with PTEN deletion; HCT116 PTEN-null viability, CellTiter-Glo, 60 h; active compounds read low; 1.2% of 140,000 active; viability, % at 10 µM; AID 827;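 active = viability at or below a set limit, 4 SD under the median of all tested compounds, cut at about 3.7% in these data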;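 note: PTEN knockout HCT116 line with beta catenin targeted HCT116 as companion control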
Measles CPE – protection of cells from measles virus | Measles virus-infected cells, CPE protection, absorbance | protection (pct of control), % at 4 µM | 1.5% of 140,000 active | AID 841; in the data active = protection mostly above about 24%, no sharp cut-off; inactive = mostly below about 26%; note: some compounds called inactive have numbers as strong as hits
Phagocyt inh – inhibitors of macrophage phagocytosis | inhibition, % at 5 µM | 0.07% of 110,000 active | J774A.1 macrophage IgG-bead phagocytosis, imaging;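 active = inhibition above the mean of the plate negative controls plus 5 SD, cut at about 13% in these data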;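 note: phagocytic index as fraction of beads internalized from green versus red external bead signal; plate controls were DMSO negative control for no effect and cytochalasin-D positive control for full effect; some results beyond the cut were filed as inactive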
NPY-Y2 antag – blocks the human neuropeptide Y Y2 receptor; P49146; NPY-Y2 expressing cells, antagonist mode; inhibition, % at 2.7 µM; 0.99% of 140,000 active; AID 793; in the data active = inhibition above about 17%;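 note: 0% = vehicle with agonist challenge and 100% = reference antagonist with challenge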
Target sequence (P49146 whole entry, looked up): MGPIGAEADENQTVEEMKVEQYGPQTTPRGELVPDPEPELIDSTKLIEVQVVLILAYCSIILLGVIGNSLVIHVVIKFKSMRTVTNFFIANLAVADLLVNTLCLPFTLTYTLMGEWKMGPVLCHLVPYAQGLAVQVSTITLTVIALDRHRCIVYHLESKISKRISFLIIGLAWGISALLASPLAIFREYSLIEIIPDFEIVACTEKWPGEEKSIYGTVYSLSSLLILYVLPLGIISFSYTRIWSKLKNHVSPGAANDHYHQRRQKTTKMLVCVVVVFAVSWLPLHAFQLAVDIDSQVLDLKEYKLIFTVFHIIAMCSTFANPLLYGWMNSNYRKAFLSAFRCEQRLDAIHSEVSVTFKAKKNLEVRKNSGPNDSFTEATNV
BB579 growth dn – reduces growth of yeast BB579 in restrictive medium; S. cerevisiae BB579 growth, OD615, 48 h; inhibition, % at 10 µM; 0.51% of 140,000 active;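 active = inhibition above a set limit, 3 SD over the mean compound inhibition, cut at about 44% in these data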; note: inactives centre near -24
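Test system: S. cerevisiae DeaD strain BB579 yeast; Medium: restrictive CSMM-D medium; Compound: one dose, 10 µM compound with 0.25% DMSO; Incubation: 4 h cell preincubation, 48 h compound exposure, 30 °C humidified; Signal: OD at 615 nm; Benchmarks: amphotericin B at 10 µg/mL as positive control.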
GALR2 antag – antagonists of human galanin receptor 2 (GALR2); inhibition, % at 4 µM; O43603; 0.39% of 140,000 active; GALR2-expressing cells, antagonist mode; in the data active = inhibition above about 27%;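 note: cells stimulated with galanin 1-16 at roughly its EC80; 0% = agonist challenge control and 100% = basal control without agonist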
Target sequence (O43603 whole entry, looked up): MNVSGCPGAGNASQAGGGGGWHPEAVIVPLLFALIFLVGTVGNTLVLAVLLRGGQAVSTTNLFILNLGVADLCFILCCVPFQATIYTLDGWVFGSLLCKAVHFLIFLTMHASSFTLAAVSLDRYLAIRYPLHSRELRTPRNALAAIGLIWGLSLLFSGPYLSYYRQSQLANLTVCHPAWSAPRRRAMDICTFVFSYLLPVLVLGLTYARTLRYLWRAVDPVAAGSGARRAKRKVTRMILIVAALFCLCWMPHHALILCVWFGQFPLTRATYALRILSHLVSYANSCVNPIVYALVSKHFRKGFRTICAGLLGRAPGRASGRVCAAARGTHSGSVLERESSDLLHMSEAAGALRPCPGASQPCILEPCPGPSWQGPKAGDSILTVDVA
* = called active by the depositor. Not a hit list; 6.4% or so of the library scored in one or more.

Screening O=C(NC1CCCCC1)C(c1ccc(F)cc1)N(Cc1cccs1)C(=O)CN1C(=O)c2ccccc2S1(=O)=O (configuration not stated) returned Yeast lifespan up 3, bCat KO growth 36, MRP1 act -4.5, PTEN del growth 36, Measles CPE 15, Phagocyt inh -6, NPY-Y2 antag 3, BB579 growth dn -18 and GALR2 antag 0.
For CN1C(=O)/C(=C/c2ccccc2OCc2cccc(F)c2)N(C)C1=S the results were E-sel TNF inh -22, Yeast lifespan up 12, bCat KO growth 80, MRP1 act -1.0, PTEN del growth 76, Measles CPE 22, Phagocyt inh 0, NPY-Y2 antag 8, BB579 growth dn -41 and GALR2 antag 17.
Screening Cc1cc(=O)oc2c(CN3CCC(C)CC3)c(O)c(Cl)cc12 returned E-sel TNF inh -6, Yeast lifespan up -16, bCat KO growth 92, MRP1 act -0.3, PTEN del growth 101, Measles CPE 9, Phagocyt inh 3, NPY-Y2 antag 3, BB579 growth dn 0 and GALR2 antag -2.
Screening CCCCn1nnc(NC(=O)c2ccc(-c3cccc(Cl)c3)o2)n1 returned E-sel TNF inh -8, Yeast lifespan up -19, bCat KO growth 102, MRP1 act -1.1, PTEN del growth 101, Measles CPE 6, NPY-Y2 antag 9, BB579 growth dn -39 and GALR2 antag -6.
`Cc1cc(-c2nnc(SCC(=O)c3ccc(Cl)cc3)o2)no1` gave Yeast lifespan up 5, bCat KO growth 91, MRP1 act -1.4, PTEN del growth 92, Measles CPE 18, Phagocyt inh -4, NPY-Y2 antag 6, BB579 growth dn -18 and GALR2 antag -2.
Screening CCOC(=O)CSc1nc(N)c(C#N)c(CC(C)C)c1C#N returned E-sel TNF inh 33, Yeast lifespan up -14, bCat KO growth 86, MRP1 act -0.6, PTEN del growth 94, Measles CPE 7, Phagocyt inh -2, NPY-Y2 antag -2, BB579 growth dn -49 and GALR2 antag -31.
Screening CCC(=O)OCc1c(C(F)(F)F)nn(C)c1Sc1ccc(Cl)cc1 returned E-sel TNF inh 40, Yeast lifespan up -9, bCat KO growth 95, MRP1 act -1.7, PTEN del growth 78, Measles CPE 5, NPY-Y2 antag 10, BB579 growth dn 0 and GALR2 antag -6.
Screening CCN(CCCNS(=O)(=O)c1ccc2c(c1)oc(=O)n2C)c1cccc(C)c1 returned E-sel TNF inh -11, Yeast lifespan up -2, bCat KO growth 91, MRP1 act -2.9, PTEN del growth 96, Measles CPE 29, Phagocyt inh -2, NPY-Y2 antag 2, BB579 growth dn -36 and GALR2 antag -6.
For COC(=O)c1ccc(NC(=S)N2CCN(Cc3ccc(Cl)cc3)CC2)cc1 the results were E-sel TNF inh -8, Yeast lifespan up -10, bCat KO growth 77, MRP1 act 0.8, PTEN del growth 71, Measles CPE 5, NPY-Y2 antag 1, BB579 growth dn -56 and GALR2 antag -9.
`OC(COc1ccccc1)CSc1ncn[nH]1` (configuration not stated) gave E-sel TNF inh -33, Yeast lifespan up -8, bCat KO growth 111, MRP1 act -0.1, PTEN del growth 92, Measles CPE 23, Phagocyt inh -5, NPY-Y2 antag 1, BB579 growth dn -6 and GALR2 antag -9.
COc1ccc(N2CC(C(=O)Nc3ccc4c(c3)OCO4)CC2=O)cc1 (configuration not stated) was read as E-sel TNF inh -19, Yeast lifespan up -9, bCat KO growth 95, MRP1 act -2.6, PTEN del growth 102, Measles CPE 5, Phagocyt inh 0, NPY-Y2 antag 0, BB579 growth dn -45 and GALR2 antag -1.
For CCCOP(=O)(OCCC)C1(Nc2ccc(C)cc2)CCCCC1 the results were E-sel TNF inh -10, Yeast lifespan up 8, bCat KO growth 56, MRP1 act -3.3, PTEN del growth 57, Measles CPE 6, Phagocyt inh -2, NPY-Y2 antag 6, BB579 growth dn -27 and GALR2 antag -1.

Brought forward from above: three compounds, then new ones.
`OC(COc1ccccc1)CSc1ncn[nH]1` (configuration not stated) gave E-sel TNF inh -33, Yeast lifespan up -8, bCat KO growth 111, MRP1 act -0.1, PTEN del growth 92, Measles CPE 23, Phagocyt inh -5, NPY-Y2 antag 1, BB579 growth dn -6 and GALR2 antag -9.
COc1ccc(N2CC(C(=O)Nc3ccc4c(c3)OCO4)CC2=O)cc1 (configuration not stated) was read as E-sel TNF inh -19, Yeast lifespan up -9, bCat KO growth 95, MRP1 act -2.6, PTEN del growth 102, Measles CPE 5, Phagocyt inh 0, NPY-Y2 antag 0, BB579 growth dn -45 and GALR2 antag -1.
For CCCOP(=O)(OCCC)C1(Nc2ccc(C)cc2)CCCCC1 the results were E-sel TNF inh -10, Yeast lifespan up 8, bCat KO growth 56, MRP1 act -3.3, PTEN del growth 57, Measles CPE 6, Phagocyt inh -2, NPY-Y2 antag 6, BB579 growth dn -27 and GALR2 antag -1.
CCCCCCCC1CC(CSC(=N)N)OC1=O (configuration not stated) was read as E-sel TNF inh 21, Yeast lifespan up -3, bCat KO growth 88, MRP1 act -1.5, PTEN del growth 90, Measles CPE 5, Phagocyt inh -1, NPY-Y2 antag 9, BB579 growth dn 6 and GALR2 antag 1.
`CCCCNC(=O)C(=O)c1ccccc1NC(C)=O` gave E-sel TNF inh 5, Yeast lifespan up -5, bCat KO growth 98, MRP1 act -0.8, PTEN del growth 96, Measles CPE 20, NPY-Y2 antag 0, BB579 growth dn -13 and GALR2 antag 9.
For COc1ccc(-c2cc(C(F)(F)F)nc(SCC(=O)NCc3cnn(C)c3C)n2)cc1OC the results were E-sel TNF inh -9, Yeast lifespan up 4, bCat KO growth 93, MRP1 act -1.3, PTEN del growth 102, Measles CPE 7, Phagocyt inh -9, NPY-Y2 antag 2, BB579 growth dn -60 and GALR2 antag -6.
For COc1cccc(N2CCN(CC(=O)c3c(C)[nH]c4ccccc34)CC2)c1 the results were E-sel TNF inh -9, Yeast lifespan up -1, bCat KO growth 80, MRP1 act -4.5, PTEN del growth 71, Measles CPE 9, NPY-Y2 antag 5, BB579 growth dn 9 and GALR2 antag -19.
For COc1cc(-c2cc(-c3ccccc3)nc(SCC(=O)Nc3nccs3)c2C#N)cc(OC)c1OC the results were E-sel TNF inh -12, Yeast lifespan up -22, bCat KO growth 56, MRP1 act -3.8, PTEN del growth 63, Measles CPE 18, NPY-Y2 antag 10, BB579 growth dn -18 and GALR2 antag -3.
For O=[N+]([O-])c1cc(S(=O)(=O)N2CCCC2)ccc1NN=C1CCCCC1 the results were Yeast lifespan up 8, bCat KO growth 92, MRP1 act -0.2, PTEN del growth 100, Measles CPE 6, Phagocyt inh 0, NPY-Y2 antag 0, BB579 growth dn -38 and GALR2 antag 12.
`COC(=O)c1ccccc1OCCCCN1CC(C)OC(C)C1` (configuration not stated) gave Yeast lifespan up 2, bCat KO growth 92, MRP1 act -1.1, PTEN del growth 93, Measles CPE 17, Phagocyt inh 0, NPY-Y2 antag 4, BB579 growth dn -1 and GALR2 antag 1.
`COCCn1nnnc1C(c1cccs1)N1CCN(c2cccc(C(F)(F)F)c2)CC1` (configuration not stated) gave Yeast lifespan up -5, bCat KO growth 83, MRP1 act -1.3, PTEN del growth 70, Measles CPE 6, Phagocyt inh 0, NPY-Y2 antag 9, BB579 growth dn -41 and GALR2 antag -13.
Screening C/C(Cc1ccccc1)=N\NC(=O)CNC(=O)c1ccc(Br)cc1 returned E-sel TNF inh -10, Yeast lifespan up 4, bCat KO growth 93, MRP1 act -1.5, PTEN del growth 98, Measles CPE 2, NPY-Y2 antag 0, BB579 growth dn 7 and GALR2 antag -7.
`C=C(C)Cn1c(N2CCC(Cc3ccccc3)CC2)nc2c1c(=O)[nH]c(=O)n2C` gave E-sel TNF inh 17, Yeast lifespan up -1, bCat KO growth 66, MRP1 act -4.9, PTEN del growth 61, Measles CPE 30, NPY-Y2 antag 3, BB579 growth dn -30 and GALR2 antag -10.
For Cc1cc(C)nc(Sc2c(F)c(F)c(C(F)(F)F)c(F)c2F)n1 the results were Yeast lifespan up -20, bCat KO growth 105, MRP1 act -1.9, PTEN del growth 99, Measles CPE 3, Phagocyt inh -1, NPY-Y2 antag 3, BB579 growth dn -19 and GALR2 antag -4.
`O=C(COC(=O)c1ccccc1NC(=O)c1ccco1)Nc1ccc2c(c1)OC(F)(F)O2` gave E-sel TNF inh 11, Yeast lifespan up -14, bCat KO growth 95, MRP1 act 0.2, PTEN del growth 96, Measles CPE 3, Phagocyt inh 1, NPY-Y2 antag 1, BB579 growth dn -26 and GALR2 antag 5.
For Cc1nc2ccccc2nc1OCC(=O)Nc1ccc2ccccc2c1 the results were E-sel TNF inh -20, Yeast lifespan up -1, bCat KO growth 88, MRP1 act -3.4, PTEN del growth 83, Measles CPE 9, Phagocyt inh -7, NPY-Y2 antag 1, BB579 growth dn -2 and GALR2 antag 2.
COc1ccc(NC(=O)CSc2ccccn2)cc1OC was read as E-sel TNF inh -7, Yeast lifespan up -15, bCat KO growth 87, MRP1 act -0.4, PTEN del growth 88, Measles CPE 7, Phagocyt inh 0, NPY-Y2 antag 1, BB579 growth dn -17 and GALR2 antag 3.
`O=C(O)CCn1c2c(c3ccccc31)CCCC2` gave E-sel TNF inh 28, Yeast lifespan up -9, bCat KO growth 95, MRP1 act -1.3, PTEN del growth 101, Measles CPE 11, Phagocyt inh -1, NPY-Y2 antag 7, BB579 growth dn 5 and GALR2 antag -4.
C/C(=C\C(=O)C(F)(F)F)Nc1cc(C)cc(C)c1 was read as E-sel TNF inh -15, Yeast lifespan up -19, bCat KO growth 89, MRP1 act 0.0, PTEN del growth 89, Measles CPE 9, Phagocyt inh 0, NPY-Y2 antag 0, BB579 growth dn -7 and GALR2 antag 4.
Screening COc1ccccc1CN1C(=O)CCC1(C)C(=O)NC1CCCCCC1 (configuration not stated) returned E-sel TNF inh -9, Yeast lifespan up -11, bCat KO growth 91, MRP1 act -1.7, PTEN del growth 99, Measles CPE 3, Phagocyt inh 0, NPY-Y2 antag 4, BB579 growth dn -13 and GALR2 antag -4.
`COC(=O)CC(NC(=O)c1ccco1)c1ccc(C(C)C)cc1` (configuration not stated) gave Yeast lifespan up -4, bCat KO growth 93, MRP1 act -1.0, PTEN del growth 88, Measles CPE 3, Phagocyt inh 0, NPY-Y2 antag 5, BB579 growth dn -51 and GALR2 antag 1.
`C[N+]1(CCNC(=O)/C=N/O)CCCCC1` gave Yeast lifespan up -8, bCat KO growth 88, MRP1 act -1.8, PTEN del growth 93, Measles CPE 27, Phagocyt inh 3, NPY-Y2 antag -1, BB579 growth dn 16 and GALR2 antag -9.
For C=CCN=C1SCC(=O)N1S(=O)(=O)c1ccccc1 the results were E-sel TNF inh -5, Yeast lifespan up -9, bCat KO growth 94, MRP1 act 0.6, PTEN del growth 96, Measles CPE 9, Phagocyt inh 1, NPY-Y2 antag 5, BB579 growth dn 7 and GALR2 antag -1.
Screening Cc1ccsc1/C=N/Nc1nc2ccccc2s1 returned E-sel TNF inh -1, Yeast lifespan up -2, bCat KO growth 75, MRP1 act -2.5, PTEN del growth 69, Measles CPE 20, Phagocyt inh -9, NPY-Y2 antag -1, BB579 growth dn -77 and GALR2 antag 8.

High-throughput results (PubChem)
